Source: PubChem
Sm TGR inh = S. mansoni TGR enzyme inhibition | Q962Y6 | purified TGR, DTNB reduction, TNB absorbance 405 nm | 3% of 360,000 active | Potency, µM (titrated, usually from 114 µM), without a hit: at the top dose activity change, negative = inhibition, usual class: inhibitors; also: potency is read from the fitted curve at half-maximal effect; % is scaled to controls: 0 for no effect and ±100 for the full control effect; nearly all actives have a fitted effect of over 60% in size
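First, TGR (20 nM dispensed) and NADPH were mixed with compound. Second, a 15 min room-temperature incubation followed. Third, further NADPH and then DTNB were added to start the reaction. Finally, TNB absorbance was monitored kinetically.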
Shiga inhibitor = blocks Shiga toxin action in Vero cells; inhibition, % at 38.7 µM; 9.2% of 290,000 active; Vero cells, Shiga toxin protein synthesis inhibition reporter; AID 2315; in the data active = inhibition mostly above about 28%, no sharp cut-off; inactive = mostly below about 43%; also: 0% is about no effect
FBPA Giardia inh = inhibitors of Giardia lamblia fructose-1,6-bisphosphate aldolase; 0.71% of 290,000 active; A8B2U2; Potency, µM (top dose mostly 59.6 µM), for inactives: top-dose activity, negative = inhibition, usual class: inhibitors; purified Giardia FBPA; also: potency is read from the fitted curve at half-maximal effect; % is scaled to controls: 0 for no effect and ±100 for the full control effect; nearly all actives have a fitted effect of over 55% in size
Target sequence (A8B2U2 whole entry, looked up): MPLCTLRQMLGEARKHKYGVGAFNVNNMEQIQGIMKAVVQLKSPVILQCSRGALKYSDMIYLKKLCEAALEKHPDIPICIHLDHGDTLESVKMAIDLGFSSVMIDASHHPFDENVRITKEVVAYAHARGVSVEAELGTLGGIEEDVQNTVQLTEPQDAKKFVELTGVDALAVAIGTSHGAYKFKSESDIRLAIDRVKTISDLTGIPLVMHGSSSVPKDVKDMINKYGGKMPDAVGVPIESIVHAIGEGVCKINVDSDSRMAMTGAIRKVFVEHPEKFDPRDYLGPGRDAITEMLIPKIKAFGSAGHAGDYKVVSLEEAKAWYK
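Giardia FBPA (40 nM reagent) was preincubated 10 min at RT with compound (up to 57.5 uM final), then substrate plus GAPDH/TPI/NAD/arsenate coupling system with diaphorase/resazurin was added; resorufin fluorescence (525/598 nm) was read after 20 min.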
Pf growth 96h = P. falciparum growth inhibition at 96 hour, primary screen for plastid delayed-death inhibitors | 6.9% of 320,000 active | AID 504834 | Potency, µM (series often up to 28.7 µM), for the others: at the highest dose activity change, negative = inhibition, hits mostly inhibitors | P. falciparum luciferase reporter growth, 96 h; also: potency is read from the fitted curve at half-maximal effect; % is scaled to controls: 0 for no effect and ±100 for the full control effect
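P. falciparum expressing integrated firefly luciferase, in erythrocytes at 2% hematocrit, 0.05% parasitemia, incubated with compounds 96 h at 37 C, 5% CO2. Growth inhibition read as loss of luminescence; two-generation exposure targets delayed-death apicoplast inhibitors.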
CHX counter = counter-screen for Shiga toxin inhibitors: cycloheximide protein synthesis inhibition | cell reporter, cycloheximide protein synthesis inhibition counterscreen | max response, % | 12% of 300,000 active | AID 2314; in the data active = max response mostly above about 13%, no sharp cut-off; inactive = mostly below about 14%; also: read at 38.3 µM for the half of the compounds with a filed dose; 0% is about no effect
Pf growth 48h = P. falciparum growth inhibition at 48 hours (one generation). P. falciparum luciferase growth in erythrocytes, 48 h. Potency, µM (series often up to 28.7 µM), for inactives: top-dose activity change, negative = inhibition, most hits filed as inhibitors. 5.9% of 310,000 active. AID 504832; also: potency is read from the fitted curve at half-maximal effect; % is scaled to controls: 0 for no effect and ±100 for the full control effect
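Here the parasites carry a stable luciferase gene and grow inside erythrocytes in Albumax-based RPMI medium with compound for one erythrocytic cycle. Activity is scored as loss of luminescent signal.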
* hit, by the source's call; ? = inconclusive; nt = no result given; & = joins results of further samples; [ ] = another dose, or the depositor's remark. Unless noted, calls follow the shape of the dose curve; as a rule, active = well fitted curve in the direction sought with a large enough effect; inconclusive = small, poorly fitted or top-dose-only effect, or another doubt; inactive = no such curve, though single readings can be large; an effect the other way counts as inactive or inconclusive. Outcome played no part in choosing rows. About 24% of those tested had a hit in this group.

SMILES	Sm TGR inh	Shiga inhibitor	FBPA Giardia inh	Pf growth 96h	CHX counter	Pf growth 48h
Cc1c(C(=O)N(CCC#N)c2ccccc2)sc2nc3n(c(=O)c12)CCCC3	5%	1	4%	68%[activator]	1	-2%
CN(Cc1ccccc1)C(=O)COC(=O)c1ccc(=O)n(Cc2ccccc2)n1	-2%	nt	nt	3%	nt	?
CNC(=S)N/N=C/c1c(C)nn(-c2cccc(Cl)c2)c1Cl	-1%	10	-1%	49%[activator]	-2	16%
Cc1noc(/C=C/N(C)C)c1S(=O)(=O)N1CCC(C(=O)O)CC1	5%	-5	3%	9%	-5	0%
Cc1ccc(S(=O)(=O)NNC(=O)C(O)(c2ccccc2C)c2ccccc2C)cc1	-17%	-15	0%	4%	1	-6%
CNC(=O)c1ccc(NC(=O)CCc2c(C)noc2C)cc1	-6%	nt	nt	-14%	nt	-3%
Cc1ccc(NCc2nc3ccccc3n2CCOc2ccccc2)cc1	-15%&2%	121*	-23%	?	76*	-41%
COC(=O)c1ccc2ccn(CC(=O)NC(C)C)c2c1	-2%	-10	0%	nt	-2	-1%
O=S(=O)(NCCc1ccccc1)c1cnc(Cl)c(Br)c1	0%	5	-2%	35%[activator]	-2	13%
O=C1CN(c2nc(-c3cccs3)nc3sc4c(c23)CCCC4)CCN1	-36%	58*	-11%	?	35*	-22%
COc1cccc(C(=O)NN=C2CCCC2)c1	3%	67*	-7%	?	38*	18%
Cc1ccccc1-c1n[nH]c(=S)o1	4%	24	-22%	12%	-4	22%
Clc1ccc(C2N3CCCN23)c(Cl)c1 (stereo not drawn)	3%	-13	0%	nt	3	26%
CCCCCOc1ccc(C(=O)NCC(=O)NCC(=O)OCC)cc1	-3%	12	6%	26%	-4	10%
CC1CCN(C(=O)COC(=O)C(C)N2C(=O)c3ccccc3C2=O)CC1 (stereo not drawn)	-18%	nt	nt	-15%	nt	-19%
COc1cccc(CNCC2CCCO2)c1 (stereo not drawn)	0%	nt	5%	-20%	-3	0%
C#CC[N+]1(CC#Cc2ccccc2)CCCC1	-30%	-4	2%	49%[activator]	-1	3.3µM*
Cc1ccc(CNC(=O)CN2CCN(c3ccc(F)cc3)CC2)cc1	17%	-4	13%	17%	-2	11%
Cc1cc(NC(=O)CSc2nccn2-c2ccc(F)cc2)no1	0%	16	-1%	-13%	-2	6%
CCOC(=O)CNS(=O)(=O)c1ccc(F)cc1Br	nt	2	5%	nt	-5	nt
O=C(CN(Cc1ccco1)C(=O)Cn1nnc(-c2cccs2)n1)NCC1CCCO1 (stereo not drawn)	nt	-6	-1%	28%	-2	1%
O=C(OCC(=O)N1CCCc2ccccc21)c1ccccc1NCCO	6%	nt	nt	7%	nt	?
Cn1c(=O)[nH]c(=O)c2c1nc1n2CCCS1	-3%	26	5%	26%	-4	17%
COc1cccc(/C=C/C(=O)OCC(=O)NCC2CCCO2)c1OC (stereo not drawn)	-3%	5	-6%	470%[activator]	17	0%
Cc1csc(SCC(=O)NC(C)C2CC3CCC2C3)n1 (stereo not drawn)	50%[activator]	nt	nt	-7%	nt	-11%
Oc1oc(-c2ccccc2)nc1/C=N/c1ccccn1	-24%	10	-1%	12µM*	-2	-29%
Cc1cnn(C(=S)NCC2CCCO2)c1 (stereo not drawn)	-24%	-5	-11%	nt	-6	29%
CCOC(=O)c1c(C)[nH]c(C(=O)CN2CCN(CC)CC2)c1C	-8%	-2	?	57%[activator]	-4	1%
Cc1ccc(F)cc1NC(=O)CN1C(=O)NC2(CCCc3ccccc32)C1=O (stereo not drawn)	5%	nt	nt	1%	nt	-24%
Cc1cc(C(F)(F)F)nc(CCNCc2c(C(=O)N3CCCC3)nc3ccccn23)n1	-34%[57.1 µM]	27	2%	?	-3	-11%

(continued)
SMILES	Sm TGR inh	Shiga inhibitor	FBPA Giardia inh	Pf growth 96h	CHX counter	Pf growth 48h
O=C(NCCc1ccc(Cl)cc1)C1CCN(S(=O)(=O)c2cccc3nonc23)CC1	0%	-12	1%	13%	9	nt
C=CCN(CC=C)Cc1cc(=O)n2c(-c3ccccc3)csc2n1	-12%	24	-1%	3%	9	-32%
COc1ccc(N2CCN(c3ccc(C(=O)O)cc3[N+](=O)[O-])CC2)cc1	-11%	31	-16%	-1%	12*	35%[activator]
O=C(CNC(=O)c1ccccc1F)OCC(=O)N1CCCc2ccccc21	-17%	-4	4%	19%	-2	-8%
OCCNc1nc2ccc(Cl)cc2[nH]1	-5%	12	-4%	nt	13	53%[activator]
CC1(C)Cc2c(C#N)c(SCCOc3ccccc3)nc(N3CCOCC3)c2CO1	0%	-2	-3%	8.3µM*	-2	12µM*
Cc1ccc(-c2nc(COC(=O)c3c(C)noc3C)cs2)cc1	1%	104*	-3%	83%[activator]	73*	356%[activator]
COC(=O)c1ccc(CN2CCCC(CO)(Cc3ccc(F)cc3F)C2)cc1 (stereo not drawn)	2%	-3	2%	40%[activator]	2	2%
CCN(CC(=O)NCc1ccc(F)cc1)C(=O)CN1CCN(c2cc(Cl)ccc2C)CC1	-3%	-8	-5%	?	-2	?
COc1ccc(-n2c(C)c(C)c3c(NCCCN(C)C)ncnc32)cc1	-1%	-14	14%	-14%	-4	-18%
CC(C)(C)C1CCC(=NNC(=O)c2cc(-c3ccccc3)n[nH]2)CC1 (stereo not drawn)	17%	6	-10%	?	6	24%
O=C(Nc1ccccc1N1CCOCC1)c1cccc([N+](=O)[O-])c1	-21%	11	3%	?	-1	27%
Cc1cc(C)cc(C(=O)NC(CC(N)=O)c2ccc(N3CCC(N4CCCCC4)CC3)c([N+](=O)[O-])c2)c1 (stereo not drawn)	-1%	-3	10%	73%[activator]	-2	-2%
COCCNC(=O)/C(C#N)=C/c1ccc(SC)cc1	-6%	65*	3%	-2%	30*	-7%
N#Cc1ccc(N2CCOCC2)nc1	8%	6	1%	12%	-2	99%[activator]
CSc1nc(Oc2cccc(C(F)(F)F)c2)cc(C(F)(F)F)n1	11%	48	-6%	?	-2	?
O=C(c1nc[nH]c1C(=O)N1CCN(c2ccccc2)CC1)N1CCN(c2ccccc2)CC1	-7%	nt	nt	57%[activator]	nt	32%[activator]
COc1oc(-c2ccccc2)nc1C(F)(F)F	-8%	13	12%	-6%[5.75 µM]	-1	-22%
O=C(O)Cn1ncc2ccccc2c1=O	15%	-11	3%	27%	2	35%[activator]
CCOc1ccccc1CN1CCCC(C(=O)c2ccc(OC)c(OC)c2)C1 (stereo not drawn)	-2%	1	7%	?	-1	?
O=C(CSc1nc2ccncc2[nH]1)Nc1ccccc1C(F)(F)F	-29%	-7	-20%	21%	-2	13%
C/C=C(\C)CN1CCC(n2nccc2NC(=O)CCOc2ccccc2)CC1	6%	-9	-5%	20%	-1	?
O=C(NNS(=O)(=O)c1ccc(F)cc1)c1ccc(O)cc1	-24%	-10	-1%	10µM*	-1	-5%
CC(OC(=O)/C=C/c1ccccc1)C(=O)NC1CCCCC1C (stereo not drawn)	-12%	nt	nt	-13%	nt	-8%
CCCC(=O)N1CC2(C)CN(C(=O)CCC)CC(CCC)(C1)C2=O	-3%	-10	-13%	20%	-2	11%
CC(C)c1c(O)nc(SCCOc2ccc(Cl)cc2)[nH]c1=O	0%	-9	5%	28%	-5	?
COc1cccc(NC(=O)N2CCCC2C(=O)NCc2ccco2)c1 (stereo not drawn)	1%	-7	nt	28%	-4	9%
CCCCSc1c(C)c2cc3c(cc2[nH]c1=O)OCO3	6%	15	-5%	nt	7	11%
Cc1ccc(-c2nnc(SCC(=O)N/N=C/c3cccs3)n2-c2ccc(C)cc2)cc1	2%	-6	4%	13µM*	-2	-13%
Cc1nnc(NC(=O)CSc2nnc(C)n2Cc2ccccc2)s1	-7%	-5	-11%	-11%	-4	-19%

Complete entries, quoted from the list. Values in the order: Sm TGR inh	Shiga inhibitor	FBPA Giardia inh	Pf growth 96h	CHX counter	Pf growth 48h
CCN(CC(=O)NCc1ccc(F)cc1)C(=O)CN1CCN(c2cc(Cl)ccc2C)CC1 is listed as -3%	-8	-5%	?	-2	?
N#Cc1ccc(N2CCOCC2)nc1 is listed as 8%	6	1%	12%	-2	99%[activator]

Next section:
SMILES	Sm TGR inh	Shiga inhibitor	FBPA Giardia inh	Pf growth 96h	CHX counter	Pf growth 48h
COc1ccc(N(CC(=O)O)S(C)(=O)=O)cc1OC	0%	-7	5%	nt	-2	4%
CN(c1ccccc1C(=O)Nc1ccc(F)c(F)c1)S(C)(=O)=O	8%	-5	0%	13%	7	32%[activator]
CC(=O)Nc1ccc(NC(=O)C(C)OC(=O)c2c(NC(C)=O)sc(C)c2C)cc1 (stereo not drawn)	-8%	nt	nt	?	nt	2%
CC(C)(C)N(Cc1ccccc1)C(=O)CCc1ccccc1	nt	24	12%	13µM*	-3	?
O=c1sc(Nc2ccccc2)nc2ccccc12	18%	-15	-5%	-22%	-2	8%
CS(=O)(=O)N1CCc2cc(C(=O)Nc3cccc([N+](=O)[O-])c3)ccc21	-3%	nt	9%	?	10	16%
CCn1nc(C)cc1C(=O)Sc1ccc(Cl)cc1Cl	3.5µM*	-4	3%	24%	-1	13%
COc1ccc(C(=O)Nc2sc(C)c(C)c2CN2CCOCC2)cc1	-19%	82*	4%	48%[activator]	80*	17%
Cc1c(Cl)c(C(=O)NNC(=S)Nc2ccccc2)nn1C	-8%	64*	26%	nt	31*	78%[activator]
CCOC(=O)C(=O)N=Nc1c(O)[nH]c2ccccc12	1%	-10	1%	27%	-4	3%
CCc1nc2n[nH]c(N)c2c2c1CSC(C)(C)C2	-4%	2	-1%	?	-3	-21%
CCOC(=O)C1CCCN(C(=O)c2ccc(OCC)cc2)C1 (stereo not drawn)	-24%	-2	-2%	12%	-4	-1%
CCC(c1nnnn1Cc1ccco1)N(CCc1ccccc1)Cc1cc2cc(C)ccc2[nH]c1=O (stereo not drawn)	?	-17	?	314%[activator]	-7	13µM*
CC1CN(CC(O)COCc2ccc3c(c2)OCO3)CC(C)O1 (stereo not drawn)	4%	-1	-2%	26%	4	8%
O=C(CNC(=O)c1ccc2c(c1)OCCO2)N/N=C/c1ccco1	-27%	13	3%	-9%	8	87%[activator]
O=C(O)CCCNC(=O)c1cccc(C(=O)NCCCC(=O)O)n1	-5%	-10	3%	?	-3	-2%
COc1ccc(Nc2nc(-c3ccc4c(c3)NC(=O)CO4)cs2)cc1	-3%	128*	-22%	?	27*	?
CCC(C)n1c(-c2ccco2)nc2nc3ccccc3nc21 (stereo not drawn)	0%	6	-2%	10µM*	14	?
COc1ccc(NS(=O)(=O)c2cc(-c3nnnn3C)ccc2OC)cc1	0%	-10	0%	72%[activator]	1	5%
Cc1ccc(NC(=O)N(Cc2ccco2)Cc2cc3cc(C)cc(C)c3nc2Cl)cc1	0%	48*	-5%	?	27*	?
COc1ccc(NC(=O)C2CCCN(S(=O)(=O)c3cccc4cccnc34)C2)c(OC)c1 (stereo not drawn)	7%	-9	-7%	?	-4	nt
O=C(c1cccc2ccccc12)C1CCCN(C2CCC2)C1 (stereo not drawn)	-2%	8	3%	?	-1	-1%
NS(=O)(=O)c1ccc(NC(=O)c2cc(-c3cc(Cl)ccc3O)n[nH]2)cc1	-11%	8	16%	?	3	?
COCCNC(=O)/C(C#N)=C/C(C)=C/c1ccccc1	-6%	22	0%	7%	11	-1%
COC(=O)c1sccc1-n1cccc1C(=O)C(=O)N1CCOCC1	nt	-8	4%	18%	9	23%
